From PubChem BioAssay
M4 PAM – potentiates acetylcholine response at human M4 receptor; CHO-K1 hM4/Gqi5, Fluo-8 calcium fluorescence, ACh EC20; 0% = ACh EC20, 100% = maximal ACh; actives 0.4% (n = 360,000); P08173; activation, % at 3 µM;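 active = activation above its plate's cutoff, the mean activation of sample wells plus 3 SD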; note: some results filed as inactive read as strong as hits
Target sequence (P08173 whole entry, looked up): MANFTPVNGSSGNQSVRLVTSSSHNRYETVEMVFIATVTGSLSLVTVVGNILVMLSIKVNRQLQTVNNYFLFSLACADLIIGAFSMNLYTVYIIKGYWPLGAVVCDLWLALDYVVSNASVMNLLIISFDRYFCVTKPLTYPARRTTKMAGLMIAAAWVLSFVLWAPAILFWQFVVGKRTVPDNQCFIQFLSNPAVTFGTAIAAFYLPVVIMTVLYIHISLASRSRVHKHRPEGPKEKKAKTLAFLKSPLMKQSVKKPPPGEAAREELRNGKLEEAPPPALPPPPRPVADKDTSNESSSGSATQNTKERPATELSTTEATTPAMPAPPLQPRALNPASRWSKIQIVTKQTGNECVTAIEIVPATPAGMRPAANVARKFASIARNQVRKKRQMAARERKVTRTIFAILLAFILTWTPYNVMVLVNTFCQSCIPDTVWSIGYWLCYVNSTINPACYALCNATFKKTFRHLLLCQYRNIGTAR
CRFR2-BP antag – antagonists of CRF-binding protein/CRF-R2 receptor complex; HEK293 CRF-R2/CRF-BP, CRF-induced calcium fluorescence; inhibition, % at 11.8 µM; actives 0.59% (n = 350,000);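 active = inhibition of the ligand-induced calcium signal above about 50% at the single tested concentration, limit read from the data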
p-CIP stab down – p/CIP protein destabilization. F442A p/CIP-EGFP cells, EGFP fluorescence, 16 h. decrease of EGFP signal, % at 10 µM. actives 0.01% (n = 290,000). AID 1984;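 active = EGFP signal decrease of at least 30% at 10 µM or well 3 SD below plate mean, unless failing retest; inactive = the rest, including hits failing retest or dose response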; note: some compounds called inactive have numbers as strong as hits; many of its hits are not listed in these tables
IDE cell activ – activators of human insulin-degrading enzyme in cells; actives 0.073% (n = 340,000); HEK cells, FAbeta-B cleavage, fluorescence polarization; 0% vehicle, 100% cell-free pure enzyme wells; activation, % at 5.96 µM; P14735; AID 493087;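 active = activation above the mean of all tested compounds plus 3 SD, set per screening campaign, cut at about 17% in these data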
CRFBP-R2 agonist – CRF-BP/CRF-R2 complex agonism. HEK293 CRF-R2/CRF-BP, calcium dye fluorescence (FLIPR); percent of saturating CRF peptide response. activation, % at 13.2 µM. actives 0.46% (n = 350,000). AID 588473;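 active = activation of at least 50%, plus an integration ratio under a set limit after plate pattern correction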;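 note: plate controls were neutral control wells without compound for no effect and CRF at EC100 for full effect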
GalR3 antagonist – blocks the human galanin receptor 3; O60755; HEK293 GalR3-CNG cAMP membrane potential fluorescence; galR3 body fused to GalR1 C-terminus; inhibition, % at 3 µM; actives 0.44% (n = 360,000);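 active = inhibition above the screen-wide average plus 3 SD, cut at about 13% in these data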;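 note: forskolin and galanin both at EC90 stimulate the cells; cAMP rise reported by CNG channel membrane potential dye signal; 0% = forskolin plus galanin with DMSO and 100% = forskolin alone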
Target sequence (O60755 1-299 limits assumed): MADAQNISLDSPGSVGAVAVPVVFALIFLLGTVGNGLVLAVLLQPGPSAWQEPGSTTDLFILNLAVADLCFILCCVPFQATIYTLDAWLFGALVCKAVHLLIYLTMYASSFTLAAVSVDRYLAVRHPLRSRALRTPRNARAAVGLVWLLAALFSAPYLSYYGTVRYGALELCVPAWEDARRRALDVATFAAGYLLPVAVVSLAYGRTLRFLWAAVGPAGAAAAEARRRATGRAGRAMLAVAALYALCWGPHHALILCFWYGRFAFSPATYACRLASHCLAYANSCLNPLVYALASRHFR
IDE cell inh – cellular human IDE inhibition | HEK cells, FAbetaB cleavage, fluorescence polarization | inhibition, % at 5.59 µM | P14735 | actives 0.41% (n = 320,000);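 active = percent inhibition above the average of all tested compounds plus 3 SD, set per screening campaign, cut at about 16% in these data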;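 note: IDE supplied by intact live HEK cells; FP after avidin binding of uncleaved biotin substrate so inhibition keeps polarization high; 0% = DMSO wells and 100% = 60 µM reference IDE inhibitor Ii1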
MEKK3 PB1 HTS – MEKK3-MEK5 PB1 interaction, increase or decrease | Q99759 | bead-based flow cytometry, Alexa488-MEK5 binding to MEKK3; actives lie on both sides; 0 = blocked by unlabeled MEK5, 100 = vehicle | binding response (% of control), % at 10 µM | actives 1.4% (n = 290,000);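 active = binding response more than 3 SD above or below the average of its plate-row segment, actives on both sides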;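 note: Alexa488 bead fluorescence after subtracting the streptavidin-only scavenger bead signal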
PHOSPHO1 inh – blocks human PHOSPHO1 phosphatase activity. recombinant PHOSPHO1, absorbance phosphatase assay. inhibition, % at 13.3 µM. actives 1.1% (n = 290,000). Q8TCT1. AID 1565; in the data active = inhibition above about 60%
Target sequence (Q8TCT1 whole entry, looked up): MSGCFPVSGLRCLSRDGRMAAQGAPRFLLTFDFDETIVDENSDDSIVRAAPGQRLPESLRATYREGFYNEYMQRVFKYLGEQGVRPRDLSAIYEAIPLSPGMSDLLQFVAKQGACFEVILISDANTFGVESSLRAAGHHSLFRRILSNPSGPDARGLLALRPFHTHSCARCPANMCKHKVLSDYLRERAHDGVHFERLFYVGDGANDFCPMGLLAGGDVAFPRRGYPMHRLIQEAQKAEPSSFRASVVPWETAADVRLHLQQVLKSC
* marks the source's active call; other numbers are inactive results; · = no result given; [ ] = dose if it differs, or a comment.

SMILES	M4 PAM	CRFR2-BP antag	p-CIP stab down	IDE cell activ	CRFBP-R2 agonist	GalR3 antagonist	IDE cell inh	MEKK3 PB1 HTS	PHOSPHO1 inh
Cc1ccccc1NC(=O)c1ccc(-c2ccc(Cl)cc2Cl)o1	7	66*	3	1	-3.0	-7	-3	108	-1
CSc1ccc(CNC(=O)C2CCC(=O)N(CCc3cccc(F)c3)C2)cc1 (stereo unspecified)	-7	-1	-1	-2	-1.2	-7	4	103	53
CCOc1ccc(-n2ccnc2SCC(=O)N2CCCc3ccccc32)cc1	-4	-8	-1	7	-1.3	-1	5	104	-15
CCOc1ccc(CCNC(=O)c2ccc(NC3=NC4CS(=O)(=O)CC4S3)cc2)cc1 (stereo unspecified)	-3	4	-1	-11	-0.6	-7	6	108	37
CC(C)C[C@H](NC(=O)c1nc[nH]c1C(=O)NC1CCN(C(=O)OC(C)(C)C)CC1)C(=O)OCc1ccccc1	-2	6	-36	3	3.5	-7	1	105	1
Cc1ccc(NC(=O)CN(C)S(=O)(=O)c2ccc3c(c2)c(=O)n(C)c(=O)n3C)cc1	3	-6	-17	8	-1.9	2	1	99	49
COc1ccc2[nH]cc(/C=N/NS(=O)(=O)c3ccc(C)cc3)c2c1	7	9	-13	-7	-0.9	-8	2	107	41
O=C(Oc1ccc2c(c1)OCO2)c1ccc(Br)c(S(=O)(=O)N2CCOCC2)c1	-8	-8	-6	1	-0.2	-6	-3	·	12
Cc1cc(C)c2oc(C(=O)N(Cc3ccccc3)c3ccccn3)cc(=O)c2c1	-5	1	5	-2	-1.4	-1	-3	70	-4
Cc1onc(C(=O)NN)c1-c1csc(COc2ccccc2)n1	-5	0	10	9	1.6	-4	8	101	12
COc1cccc(-c2ncc3ccccc3c2COC(=O)c2ccccc2C(=O)O)c1	1	-6	·	2	0.4	-3	2	·	·
O=C(C[N+]1(CC#Cc2ccccc2)CCOCC1)c1ccc(Cl)cc1	-2	2	0	2	-0.2	6	1	102	-102
CCc1nnc(SCCSc2nnc(CC)n2N)n1N	-1	9	-15	1	0.2	0	-2	105	28
O=C(COC(=O)Cc1ccsc1)NCC12CC3CC(CC(C3)C1)C2	-2	-12	-7	2	-0.4	1	-1	103	-3
CCOC(=O)c1ccc(NC(=O)/C=C/c2cccs2)cc1	-4	-57	-11	-5	-1.3	-2	-2	97	38
CCOc1ccc2c(ccc(/C=C/c3cc(C)c4cccnc4c3O)[n+]2C)c1	14	-10	·	1	-1.8	·	·	·	·
COc1cc(/C=N/NC(=O)c2cc(C3CC3)[nH]n2)cc(OC)c1OC	-7	-1	-7	6	1.1	-8	-5	102	20
COc1ccc(CCNc2nc(-c3ccc(F)cc3)c(CC(=O)O)s2)cc1OC	-3	11	-6	-3	1.9	-10	1	98	2
O=C(OCC1CCCN2CCCCC12)c1ccc2c(c1)OCO2 (stereo unspecified)	0	2	-2	2	-0.6	-6	5	87	-2
Cc1cc(NC(=O)c2ccc(C)s2)n(-c2ccccc2)n1	-4	-7	-4	-3	-1.4	4	-1	90	13
Clc1ccc(-c2csc(N3CCCCCC3)n2)cc1	-3	-3	-9	0	0.7	7	-8	111	19
C=CCN1C(=O)/C(=C/c2ccc(OC)cc2)S/C1=N/c1nccs1	-4	-3	-2	0	0.2	0	1	98	6
Cc1ccc(NC2=CC(=O)CC(C)(C)C2)cc1Cl	-5	-14	-12	1	0.1	-13	-1	107	32
CCN(C(=O)CSc1ncn[nH]1)C1CCCCC1	7	-3	9	1	-2.2	-1	6	105	-9
COc1ccccc1NC(=O)C(Sc1ccccc1)c1ccccc1 (stereo unspecified)	9	33	3	1	3.0	1	6	101	12
COc1cccc(N2[C@@H](CC(=O)O)c3ccc(/C=C/C(=O)O)cc3S2(=O)=O)c1	7	1	·	3	-0.6	-5	8	99	·
CC1CN(c2nc3ccccn3c(=O)c2C=O)CC(C)O1 (stereo unspecified)	6	6	-3	1	-1.7	-4	5	100	28
c1ccc(Cn2cc(-c3cccnc3)cn2)cc1	7	7	·	4	-1.7	-3	7	·	·
CCN(CC)C(=O)CSc1nnc(-c2ccco2)n1N	1	15	-15	6	-0.9	0	10	100	-5
O=C(N/N=C/c1ccc([N+](=O)[O-])o1)c1ccc(O)cc1	2	5	-10	-1	-1.3	·	6	108	4
C=CCn1c(O)c(N=Nc2ccccc2[N+](=O)[O-])c2ccccc21	2	-5	·	·	0.4	-1	·	·	·
O=C(Nc1ccccc1)Nc1cc(S(=O)(=O)N2CCOCC2)ccc1N1CCCC1	-1	20	-13	1	-1.5	4	4	104	7
O=C(NNC(=O)c1ccccc1F)c1ccc2nc[nH]c2c1	6	-9	2	-3	0.6	5	0	104	56
CCOC(=O)NC1(C(F)(F)F)NC(=O)N(c2cccc(C(F)(F)F)c2)C1=O (stereo unspecified)	-2	-1	8	-3	-3.7	-5	-3	103	-9
Cc1ccccc1NC(=O)c1ccccc1O	-2	15	-11	-9	35	-8	-3	97	0
C#CCOCCOCCOCCNc1nc(N2CCN(C(=O)[C@H](CCC(=O)O)n3cc(C(N)CO)nn3)CC2)nc(N2CCN(C(=O)[C@H](Cc3ccc(O)cc3)n3cc(C(N)CC(C)C)nn3)CC2)n1 (stereo partly specified)	·	·	1	·	·	·	7	104	48

Given with two lines to a compound: entries from further up.
Each structure is followed by: M4 PAM, CRFR2-BP antag, p-CIP stab down, IDE cell activ, CRFBP-R2 agonist, GalR3 antagonist, IDE cell inh, MEKK3 PB1 HTS, PHOSPHO1 inh
> Cc1onc(C(=O)NN)c1-c1csc(COc2ccccc2)n1
→ -5, 0, 10, 9, 1.6, -4, 8, 101, 12
> COc1cccc(-c2ncc3ccccc3c2COC(=O)c2ccccc2C(=O)O)c1
→ 1, -6, ·, 2, 0.4, -3, 2, ·, ·

(more compounds)
SMILES	M4 PAM	CRFR2-BP antag	p-CIP stab down	IDE cell activ	CRFBP-R2 agonist	GalR3 antagonist	IDE cell inh	MEKK3 PB1 HTS	PHOSPHO1 inh
CCOC(=O)c1[nH]c2ccc(C)cc2c1N=CN(CC)CC	6	12	0	-3	2.1	-4	-2	102	-13
CN(CC(=O)NC1CCN(Cc2ccccc2)CC1)S(=O)(=O)c1ccc(Br)s1	-9	-7	-10	3	0.1	-6	2	100	-10
COc1ccc2cc(-c3[nH]ncc3CNCCn3nc(C)cc3C)ccc2c1	1	-51	4	2	1.3	-3	-4	104	-16
O=C(NCCCn1ccnc1)/C(=C/c1ccc(F)cc1)NC(=O)c1ccccc1	0	11	0	3	-1.0	-8	2	102	-9
Cc1ccc2nc(SCC(=O)c3ccc4c(c3)OCO4)[nH]c2c1	4	4	-8	-2	-0.8	-5	2	104	-23
CC(C)CNC(=O)c1cccc(NC(=O)COc2cccc([N+](=O)[O-])c2)c1	-9	4	-14	2	-1.8	-5	-1	99	35
O=C(c1cc(C2CC2)nn1-c1ccccc1)N1CCN(S(=O)(=O)c2cccc(F)c2)CC1	7	23	·	1	0.2	-3	-4	·	·
COc1ccccc1CN1CC(C(=O)N2CCCCCCC2)CCC1=O (stereo unspecified)	-1	16	-9	-2	-2.3	2	6	103	47
COc1ccc(S(=O)(=O)N2CCN(CC(=O)NC(C)c3cccs3)CC2)cc1 (stereo unspecified)	5	9	·	·	-0.3	-8	·	·	·
COc1ccc(/C=C/C(=O)OCC(=O)NC2CCCC2)c(OC)c1	4	5	·	5	-1.3	-7	-1	·	·
COC(=O)c1sccc1NN1C(=O)c2ccccc2C1=O	19	4	-8	-2	1.8	-3	7	108	42
O=C(O)Cn1c(=O)c2c3c(sc2n(Cc2ccc(F)cc2)c1=O)CCCC3	1	-6	-10	0	-0.2	-11	1	110	33
CCC(=O)N1CC(C)C(=O)Nc2ccccc21 (stereo unspecified)	8	-13	-12	0	2.7	-1	8	97	11
O=C(O)CC(NC(=O)C1c2ccccc2Oc2ccccc21)c1ccc(Cl)cc1 (stereo unspecified)	7	6	-5	2	-0.5	1	-8	99	-14
O=C(NC1CC1)c1ccc(C2SCC(=O)N2Cc2ccccc2)cc1 (stereo unspecified)	-7	-32	13	1	1.3	-5	3	105	-16
CC1=NN(C(=O)c2ccccc2)C(O)(c2ccc(Br)cc2)C1 (stereo unspecified)	-4	12	2	3	-2.1	-4	0	107	25
COc1ccc(-n2cc(CN(C)Cc3n[nH]c(=O)[nH]3)c(-c3cccc(F)c3)n2)cc1	-1	3	-23	-3	1.0	1	7	108	4
CC1(c2ccc3ccccc3c2)NC(=O)N(CC(=O)N2CCCC(C(F)(F)F)C2)C1=O (stereo unspecified)	14	-9	·	4	1.0	-8	1	·	·
Cc1ccc(S(=O)(=O)NCCSc2nnnn2C)cc1	12	1	-3	-1	-1.6	-1	3	103	32
Cc1cc2ncn(/N=C/c3cccnc3)c2cc1C	3	-5	8	-8	1.0	-8	5	99	19
O=C1C2CCCN2C(c2ccccc2F)N1c1ccc(F)cc1 (stereo unspecified)	9	5	-8	-4	0.1	1	9	100	-10
COc1cccc(/C=N/n2c(=S)n(C)c3ccccc32)c1OC	6	-25	-10	1	1.0	-4	1	105	73*
Nc1nc(N2CCOCC2)nc(N(c2ccccc2)c2ccccc2)n1	4	1	-3	-4	-1.1	2	1	113	2
CC1CC[C@@]2(OC1)O[C@H]1CC3[C@@H]4C[C@@H](O)[C@@]5(O)C[C@@H](O)[C@H](O)C[C@]5(C)[C@H]4CC[C@]3(C)[C@H]1[C@@H]2C (stereo partly specified)	2	-2	12	4	0.9	-7	-1	104	19
CC(Cc1ccccc1)NC(=O)CCNNC(=O)c1ccncc1 (stereo unspecified)	-4	8	·	·	-3.1	-6	·	·	·
CCOc1c(N2CC(C)OC(C)C2)c(=O)c1=O (stereo unspecified)	-2	-1	0	3	-0.8	-3	-8	94	12
CN(CCCC(=O)Nc1nccs1)S(=O)(=O)c1ccc(Cl)cc1	-2	7	-10	1	0.0	-1	-2	94	-9
COc1cc(/C=N\NC(=O)c2ccc(Cn3cc(Br)c([N+](=O)[O-])n3)o2)cc(OC)c1O	-2	-18	-5	4	1.0	-2	0	107	12
Cc1cccc(/C=C2\CCC(=C3SCCCS3)C2=O)c1	7	17	-2	7	-0.9	-1	1	92	12
COc1cc(/C=N/NC(=O)c2cccc(N3CCCC3=O)c2)ccc1O	-2	13	-12	-4	-1.4	-5	3	96	17
O=C(NCc1ccccc1C(F)(F)F)C1CC(c2ccc(C(F)(F)F)cc2)=NO1 (stereo unspecified)	10	8	-12	5	1.9	-3	-3	81*[inhibitor]	26
Cc1cc(C)nc(N(C#N)CCOc2ccc(Cl)cc2)n1	-2	26	6	3	8.6	4	7	87	12
Oc1cccc(/C=N\Nc2nncc(-c3ccccc3)n2)c1	-8	-16	-6	5	-2.7	-4	-3	94	46
COC(=O)C(C)Sc1ccc2nnc(-c3cccc(F)c3)n2n1 (stereo unspecified)	6	-4	1	6	-3.0	-3	1	105	-5
Cc1ccccc1N(CC(=O)NC1CCCC1)C(=O)CS(=O)CC(=O)Nc1ccc2c(c1)OCO2 (stereo unspecified)	7	-4	-9	-2	1.0	-5	7	99	0

3 compounds out of the list above, arranged by the value under p-CIP stab down, falling:
SMILES	M4 PAM	CRFR2-BP antag	p-CIP stab down	IDE cell activ	CRFBP-R2 agonist	GalR3 antagonist	IDE cell inh	MEKK3 PB1 HTS	PHOSPHO1 inh
Cc1cc(C)c2oc(C(=O)N(Cc3ccccc3)c3ccccn3)cc(=O)c2c1	-5	1	5	-2	-1.4	-1	-3	70	-4
O=C(COC(=O)Cc1ccsc1)NCC12CC3CC(CC(C3)C1)C2	-2	-12	-7	2	-0.4	1	-1	103	-3
O=C(Nc1ccccc1)Nc1cc(S(=O)(=O)N2CCOCC2)ccc1N1CCCC1	-1	20	-13	1	-1.5	4	4	104	7
